FBW7 activator – activators of human E3 ligase FBW7. normalized activity (activation), % at 26.1 µM. 650,000 compounds, 0.13% hits. AlphaScreen FBW7–phospho-cyclin E peptide binding, activator screen. AID 1259310; in the data active = normalized activity above about 1.9%;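 note: purified mutant Fbw7 with reduced substrate affinity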
MITF primary – inhibitors of human MITF | O75030 | AlphaScreen MITF homodimerization, bead proximity signal | inhibition, % at 2.6 µM | 650,000 compounds, 0.91% hits | AID 1259374; in the data active = inhibition above about 50%;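 note: 0% = vehicle wells with protein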
Target sequence (O75030 whole entry, looked up): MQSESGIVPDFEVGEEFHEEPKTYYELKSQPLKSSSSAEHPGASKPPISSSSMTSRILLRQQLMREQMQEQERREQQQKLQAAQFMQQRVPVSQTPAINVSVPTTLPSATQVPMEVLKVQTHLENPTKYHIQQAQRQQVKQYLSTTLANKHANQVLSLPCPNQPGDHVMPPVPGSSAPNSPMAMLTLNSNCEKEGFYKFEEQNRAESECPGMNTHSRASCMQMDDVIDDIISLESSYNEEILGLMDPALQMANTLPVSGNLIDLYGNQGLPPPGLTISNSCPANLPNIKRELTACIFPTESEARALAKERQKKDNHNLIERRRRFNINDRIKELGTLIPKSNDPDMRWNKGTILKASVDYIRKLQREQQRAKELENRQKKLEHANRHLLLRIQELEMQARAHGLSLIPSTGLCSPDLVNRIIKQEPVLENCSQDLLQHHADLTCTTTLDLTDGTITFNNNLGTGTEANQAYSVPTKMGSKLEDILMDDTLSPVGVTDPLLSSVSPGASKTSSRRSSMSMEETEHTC
GPR151 activ – human GPR151 activation | Q8TDV0 | PathHunter beta-arrestin GPR151 cells, luminescence | activation, % at 11.2 µM | 650,000 compounds, 1% hits; in the data active = activation above about 4.9%;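 note: 0% = median of compound wells and 100% = cells with positive control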
Target sequence (Q8TDV0 whole entry, looked up): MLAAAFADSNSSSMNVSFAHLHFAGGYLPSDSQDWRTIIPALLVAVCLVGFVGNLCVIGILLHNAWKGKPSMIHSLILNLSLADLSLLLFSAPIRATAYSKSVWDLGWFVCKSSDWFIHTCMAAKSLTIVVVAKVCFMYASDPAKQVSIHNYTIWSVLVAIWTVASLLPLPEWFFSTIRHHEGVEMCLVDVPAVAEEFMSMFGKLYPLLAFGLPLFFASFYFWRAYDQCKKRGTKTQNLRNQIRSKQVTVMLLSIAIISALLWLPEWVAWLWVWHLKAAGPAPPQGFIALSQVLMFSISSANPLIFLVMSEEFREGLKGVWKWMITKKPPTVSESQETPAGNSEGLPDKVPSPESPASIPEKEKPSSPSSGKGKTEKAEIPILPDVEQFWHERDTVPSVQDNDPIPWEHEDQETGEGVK
TEAD-YAP inh – TEAD-YAP interaction inhibition; 640,000 compounds, 1.4% hits; inhibition, % at 9.12 µM; HEK-TIYL cells, TEAD-Gal4/YAP UAS-luciferase luminescence; in the data active = inhibition above about 32%;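 note: 0% = median of test compound wells and 100% = reference inhibitor wells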
Active calls of the source: *.

SMILES	FBW7 activator	MITF primary	GPR151 activ	TEAD-YAP inh
CCC(C)(C)C1CCc2nc(N)c(C#N)c(-c3ccc(OC)cc3)c2C1 (stereo unspecified)	0.6	2	2.0	-14
CN(C)N1C(N)=C(C#N)C(c2cccc3ccccc23)C2=C1CCCC2=O (stereo unspecified)	0.0	6	-0.2	-1
COc1ccc2nc(-c3cccc(NC(=O)c4cccc(F)c4)c3)cn2n1	0.1	6	-0.2	-6
O=[N+]([O-])c1ccc(OCCCCNCc2ccco2)cc1	-0.3	44	-0.6	4
COc1cccc(CN(CC2CCCO2)C(=O)c2cc3ccccc3oc2=O)c1OC (stereo unspecified)	0.1	10	-0.3	4
CCCc1[nH]n(-c2nc3ccccc3s2)c(=O)c1C(C)=Nc1ccccc1CC	-0.1	-4	-1.4	-1
CC(NC(=O)C(=S)N1CCOCC1)c1ccccc1 (stereo unspecified)	0.1	0	-0.3	2
CN(C)S(=O)(=O)c1ccc(C(=O)OCCN=C2NS(=O)(=O)c3ccccc32)cc1	0.1	-21	0.3	-9
CC(=O)Nc1ccc(OCC(O)Cn2c(C(C)C)nc3ccccc32)cc1 (stereo unspecified)	0.1	5	-1.3	-1
CCN(CCCNC(=O)CCn1c(=O)[nH]c2ccsc2c1=O)c1cccc(C)c1	-0.1	0	0.4	6
COc1ccc(C2c3[nH]c4ccccc4c3CCN2C(=O)Cc2nonc2C)c(F)c1 (stereo unspecified)	-0.1	-8	-1.5	-36
COc1ccc(C(=O)COC(=O)CCC(=O)Nc2ccc(Cl)c(Cl)c2)cc1	0.2	-6	1.9	2
Cc1ccc(-n2cc(-c3ccccc3)c3c(NCC(C)C)ncnc32)cc1	0.0	1	-1.1	-9
CCOC(=O)c1cc(C)nc2ccccc12	0.1	-10	1.1	-14
CC(C)NC(=O)Cn1nc2c3ccccc3nc(C3CC3)n2c1=O	0.1	4	1.7	-1
COc1ccc(C(=O)/C=C/c2ccc3c(c2)OCO3)c(OC)c1	-0.4	-3	-0.6	-35
CCOc1cc(C2Nc3ccccc3NC3=C2C(=O)CC(c2ccc(OC)cc2)C3)ccc1OC(=O)C1CC1 (stereo unspecified)	0.0	9	1.7	-1
Cc1nn(-c2ccc([N+](=O)[O-])cc2)c(N)c1-c1ccccc1	-0.1	6	0.4	-57
Cc1cccc(C(=O)NNC(=O)COc2cccc3ccccc23)c1O	-0.1	-28	2.6	-12
Cc1nnc(SCC(=O)c2ccc3c(c2)OCCO3)o1	-0.1	-9	-0.3	-48

Structures listed so far that contain fluorine:
SMILES	FBW7 activator	MITF primary	GPR151 activ	TEAD-YAP inh
COc1ccc2nc(-c3cccc(NC(=O)c4cccc(F)c4)c3)cn2n1	0.1	6	-0.2	-6
COc1ccc(C2c3[nH]c4ccccc4c3CCN2C(=O)Cc2nonc2C)c(F)c1 (stereo unspecified)	-0.1	-8	-1.5	-36

Next section:
SMILES	FBW7 activator	MITF primary	GPR151 activ	TEAD-YAP inh
Cc1ccc(NC(=O)C(=O)NCCC2CCCCN2S(=O)(=O)c2ccc(C)cc2)cc1 (stereo unspecified)	0.1	-7	1.2	17
CN1C(=O)C(=Cc2ccc(C(=O)O)cc2)C(=O)N(C)C1=S	-0.2	14	1.2	10
N/C(=N/O)C(c1ccccc1)c1ccccc1	0.1	-1	-2.1	-4
Cc1cccc(Cn2c(SCCCO)nc3c2c(=O)[nH]c(=O)n3C)c1	-0.1	-9	-1.3	-21
COc1ccc(NC(=O)C(c2ccc(OC)cc2)N(C)C(=O)CNC(C)=O)cc1 (stereo unspecified)	0.0	2	-0.5	-1
O=C(Cn1c2ccccc2c(=O)c2ccccc21)Nc1ccc(OC(F)(F)F)cc1	-0.1	-4	0.0	0
Cc1ccsc1/C=c1\sc2nc(-c3ccccc3)c(-c3ccccc3)n2c1=O	0.4	-10	-1.7	-5
Cc1cc(C)n2nc(SCC(=O)N3CCN(c4ccccn4)CC3)nc2n1	0.3	-1	0.8	8
NC(=O)c1ccccc1NC(=O)Cn1cc(S(=O)(=O)Cc2ccccc2)c2ccccc21	0.1	16	-0.2	-9
Cc1nc2c(C(=O)NCCc3ccccc3)c[nH]n2c(=O)c1Cl	-0.1	15	-0.8	0
CC(C)(C)c1ccc(S(=O)(=O)NNC(=O)C2OC3OC4(CCCCC4)OC3C3OC4(CCCCC4)OC23)cc1 (stereo unspecified)	0.1	-7	0.6	-10
Cc1cccc(C(=O)N2CCN(c3ccc([N+](=O)[O-])c(NC4CC4)c3)CC2)c1	-0.3	21	0.8	18
Cc1c(C(=O)NC2CCCCCC2)sc2ncn(CC(=O)N3CCCC(C)C3)c(=O)c12 (stereo unspecified)	0.0	-7	0.7	4
NNC(=O)c1ccc(C(c2ccc(C(=O)NN)cc2)(C(F)(F)F)C(F)(F)F)cc1	-0.1	-6	-0.6	-8
CCC(C)(CC(=O)O)Cc1nc2ccccc2s1 (stereo unspecified)	-0.1	3	-1.1	-10
COC(=O)CN1C(=S)COc2ccc(C)cc21	0.0	11	-0.4	6
COc1ccc(S(=O)(=O)NCCN2CCOCC2)cc1[N+](=O)[O-]	0.2	6	0.9	4
CCOC(=O)C1=C(C)Nc2[nH]c(=O)[nH]c(=O)c2C1c1ccc(Cl)cc1 (stereo unspecified)	-0.1	-2	-0.8	-4
CC(=O)NS(=O)(=O)c1ccc(NS(=O)(=O)c2ccc(F)cc2)cc1	0.1	-1	0.2	-6
COc1ccc(CSCC(=O)N/N=C/c2cccc(OC)c2OC)cc1	0.0	25	2.8	5
CC(C)c1nc2ccccc2c2nn(CC(=O)NC3CC3)c(=O)n12	-0.1	10	0.2	-4
O=C(CSc1nnnn1-c1cccc(F)c1)Nc1nc2ccccc2s1	0.1	7	0.9	-1
COc1cc(Cl)ccc1S(=O)(=O)Nc1ccc2ccccc2c1	0.0	-15	-1.4	29
Cc1c(C(=O)OCC(=O)c2ccc(Cl)cc2)cc([N+](=O)[O-])cc1[N+](=O)[O-]	0.0	14	1.9	-9
O=C(Nc1ccc(S(=O)(=O)NC23CC4CC(CC(C4)C2)C3)cc1)C1CCCO1 (stereo unspecified)	0.1	5	-1.4	-11
O=[N+]([O-])c1ccc(NCCN2CCOc3nc4ccccc4nc32)cc1	0.1	14	0.0	15
CC1=C(C(=O)Nc2ccccc2C)C(c2ccc(F)cc2)NC(=S)N1 (stereo unspecified)	0.1	25	4.4	7
Cn1c(=O)c2c(nc(NC3CCCCC3)n2CC(=O)O)n(C)c1=O	0.0	9	-1.2	-4
COc1c(OC(C)=O)ccc(/C=N/NC(=O)c2cncc(Br)c2)c1[N+](=O)[O-]	0.0	-3	-1.1	-7
Cc1ccccc1-n1c(SCC(N)=O)nnc1-c1cccnc1	0.3	-5	0.0	-2
OC(CSc1nccc(-c2ccc3c(c2)OCCO3)n1)C(F)(F)F (stereo unspecified)	0.2	0	-1.2	-97
O=S(=O)(c1cccc(C(F)(F)F)c1)N1CCN(Cc2cccc(Cl)n2)CC1	0.0	-6	-0.9	-10
CC(C)C(CC(=O)N1CCC2(CC1)OCCO2)NS(=O)(=O)c1ccc(F)cc1 (stereo unspecified)	-0.1	-3	-0.4	-9
Cc1ccc2c(c1)NC(=O)C(CCCl)O2 (stereo unspecified)	0.3	17	-2.7	-4
C=CCn1c(-c2cccc(S(=O)(=O)N(CC)CC)c2)n[nH]c1=S	-0.1	4	1.5	3
NC(=O)c1ccc(NC(=O)COC(=O)c2ccccc2Br)cc1	-0.1	-4	0.9	0
CCOC(=O)c1ccc(NC(=O)CSc2nc3ccccc3c(=O)n2CCCC(=O)N2CCN(c3ccccc3)CC2)cc1	0.0	-6	1.7	20
CCOC(=O)C(=CNc1ncccc1C)C(=O)OCC	0.4	13	1.3	15
COc1ccc(S(=O)(=O)N(CC(=O)Nc2c(C)cccc2C)Cc2ccccc2)cc1	0.1	-3	2.3	1
Cc1ccc(NC2=C(C(=O)c3ccccc3)C(c3ccccc3)N(CC(=O)O)C2=O)cc1 (stereo unspecified)	0.1	-1	-0.7	-8

Quoted at random: seven compounds from above
SMILES	FBW7 activator	MITF primary	GPR151 activ	TEAD-YAP inh
Cc1cccc(Cn2c(SCCCO)nc3c2c(=O)[nH]c(=O)n3C)c1	-0.1	-9	-1.3	-21
CC1=C(C(=O)Nc2ccccc2C)C(c2ccc(F)cc2)NC(=S)N1 (stereo unspecified)	0.1	25	4.4	7
O=C(Cn1c2ccccc2c(=O)c2ccccc21)Nc1ccc(OC(F)(F)F)cc1	-0.1	-4	0.0	0
Cn1c(=O)c2c(nc(NC3CCCCC3)n2CC(=O)O)n(C)c1=O	0.0	9	-1.2	-4
Cc1cccc(C(=O)NNC(=O)COc2cccc3ccccc23)c1O	-0.1	-28	2.6	-12
C=CCn1c(-c2cccc(S(=O)(=O)N(CC)CC)c2)n[nH]c1=S	-0.1	4	1.5	3
CCOC(=O)C(=CNc1ncccc1C)C(=O)OCC	0.4	13	1.3	15

(cont.)
SMILES	FBW7 activator	MITF primary	GPR151 activ	TEAD-YAP inh
Cc1ccc2c(nc3s/c(=C\c4cc(C(C)(C)C)c(O)c(C(C)(C)C)c4)c(=O)n32)c1C	0.1	7	0.0	15
Clc1ccc(-c2csc(-c3cc4cc(Br)ccc4oc3=Nc3ccccc3)n2)cc1	0.0	-5	0.1	0
Cc1cc(Nc2ccc(N3CCOCC3)cc2)nc(NCc2cccnc2)n1	0.0	2	5.4*	22
Cc1ccc(C(C)C)c(OCC(=O)Nc2ccccc2C(C)C)c1	0.0	-7	-0.3	0
Cc1c(C(=O)N2CCCCC2)sc(NC(=O)c2ccccc2F)c1C#N	-0.2	0	0.3	4
COc1cc(CN2CCN(Cc3ccc(NC(C)=O)cc3)CC2CCO)cc(OC)c1 (stereo unspecified)	-0.1	6	1.2	-1
Cn1c(=N)n(CC(=O)c2ccc(Cl)cc2)c2ccccc21	0.6	1	-1.4	11
COc1ccc(C(=O)CCN(C)C)c(F)c1	-0.3	-8	-0.9	-3
COCCOC(=O)c1c(C)oc2ccc(NS(=O)(=O)c3cc(Cl)ccc3Cl)cc12	0.0	-7	-0.2	0
c1cncc(-n2cccc2CN2CCCC(c3ccn[nH]3)C2)c1 (stereo unspecified)	0.2	9	-0.4	-1
C=CCC/C(C)=N\NC(=O)c1ccc(O)cc1	0.4	8	-0.5	-16
O=S(=O)(Cc1ccccc1)Nc1ccc(Cc2ccncc2)cc1	-0.1	-1	2.0	0
c1ccc(Cc2nc3c4c5c(sc4ncn3n2)CCCCC5)cc1	0.0	12	-0.4	11
CC(=O)N1CCc2ccccc21	0.0	-12	0.3	8
COc1cccc(NC(=O)CCc2c(C)nc3cc(-c4ccccc4OC)nn3c2C)c1	-0.1	-16	8.2*	-10
COc1cccc(C=O)c1OCc1ccccc1Br	0.1	15	-0.3	5
CCOc1ccccc1CN1CCNC(=O)C1CC(=O)NC1CCCCCC1 (stereo unspecified)	-0.1	5	-0.2	5
CC(=O)Oc1ccc2nc(-c3ccccc3C)oc(=O)c2c1	0.2	9	0.8	-4
CCN(/C(N)=N/c1nc(C)cc(C)n1)c1ccccc1	0.3	3	-1.1	4
COc1ccccc1C(=O)N/C(=C\c1ccc2c(c1)OCO2)C(=O)NCc1ccco1	0.0	1	0.4	4
COc1ccc(N(CC(=O)NC2CCCCC2)S(=O)(=O)c2ccccc2)c(OC)c1	-0.2	4	-0.7	-12
O=C(CC1C(=O)NCCN1Cc1ccc(Cl)c(F)c1)NC1CCOCC1 (stereo unspecified)	0.4	12	-1.0	-4
O=C1CN(c2ccc(Br)cc2)C(=O)CN1c1ccc(Br)cc1	0.8	9	1.1	-6
COc1ccc(C2=C/C(=C/c3ccccc3F)C(=O)O2)c(OC)c1	0.3	9	2.7	-5
O=C(CC[C@H]1CN(Cc2ccccn2)CC[C@H]1N1CCOCC1)N1CCSCC1	0.0	5	1.3	8
Cc1c(CCC(C)C)c(=O)oc2cc(OCC(N)=O)ccc12	0.8	4	-0.4	-43
O=C(O)/C=C/c1ccc(S(=O)(=O)N2CCOCC2)cc1	0.0	-3	-1.6	-8
C=C(C)Cn1c(CNC(=O)c2cccc(C)c2)nc2ccccc21	0.6	5	0.1	-4
COC(=O)C1=C(C)NC2=C(C(=O)CC(c3ccc(OC)cc3)C2)C1c1ccccc1OC (stereo unspecified)	0.6	-12	-1.7	2
Cc1cc(C)nc(S/C=C/c2ccccc2)n1	0.5	14	-1.3	-21
CCOC(=O)c1ccc(N2C(=O)c3ccc(C(=O)Nc4cccc(C(=O)O)c4)cc3C2=O)cc1	0.1	17	0.1	3
O=C(/C=C/c1ccco1)N1CCC(CN2C(=O)c3cccc4cccc(c34)C2=O)CC1	0.1	17	1.9	13
CC1(C)C(c2ccccc2)=NC(c2ccc(F)cc2)=[N+]1[O-]	0.1	7	1.1	15

2 entries from above, field by field.
> O=C(/C=C/c1ccco1)N1CCC(CN2C(=O)c3cccc4cccc(c34)C2=O)CC1
  FBW7 activator: 0.1
  MITF primary: 17
  GPR151 activ: 1.9
  TEAD-YAP inh: 13
> CC1(C)C(c2ccccc2)=NC(c2ccc(F)cc2)=[N+]1[O-]
  FBW7 activator: 0.1
  MITF primary: 7
  GPR151 activ: 1.1
  TEAD-YAP inh: 15

From PubChem BioAssay
